G6PDH counter = L. mesenteroides G6PDH inhibitors, counter-screen for G6PDH-coupled screening assays, biochemical, Leuconostoc mesenteroides enzyme. glucose-6-phosphate dehydrogenase [Leuconostoc mesenteroides]. Purified L. mesenteroides G6PDH, diaphorase/resazurin coupled fluorescence, 45 min. inhibition, % at 5 µM. 200,000 compounds, 0.12% hits; in the data active = inhibition above about 50%
APP 5'UTR act = activators of APP 5'UTR luciferase reporter, primary screen, SH-SY5Y cells; activation, % at 2 µM; SH-SY5Y APP 5'UTR luciferase reporter, luminescence; zero percent = DMSO vehicle wells; 190,000 compounds, 1% hits; AID 1276, 2008;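 active = activation above a set limit, based on mean plus 3 SD of controls, cut at about 140% in these data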; also: values of inactives mirror those of a sister screen read the other way
APP transl inh = inhibitors of APP translation via 5'UTR reporter, primary screen, APP 5'UTR luciferase, SH-SY5Y cells | inhibition, % at 2 µM | 190,000 compounds, 0.82% hits | SH-SY5Y APP 5'UTR-luciferase reporter, luminescence;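 active = inhibition above a set limit, derived from the sample mean plus 3 SD, cut at about 45% in these data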; also: values of inactives mirror those of a sister screen read the other way
STAT1 activator = STAT1 signaling activators, primary screen, cell-based, HTS, luciferase reporter. AID 932, 2007. activation (% of control), % at 5.5 µM. 200,000 compounds, 2.6% hits. NIH 3T3 STAT1-luciferase reporter, IFN-gamma, luminescence; 100% = IFN-gamma alone, no compound;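 active = activation above the screen-wide mean activation plus 3 SD, cut at about 130% in these data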;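 also: raw ratio to IFN-gamma control signal so 100% means no change and 0% no light; values of inactives mirror those of a sister screen read the other way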
Efa HMGR inh = inhibitors of E. faecalis class II HMGR, primary screen, biochemical, Enterococcus faecalis | inhibition, % at 10 µM | HMG-CoA reductase (Enterococcus faecalis, mvaE) | 190,000 compounds, 0.41% hits | purified E. faecalis HMGR, NADPH absorbance 340 nm kinetic;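 active = inhibition above a set limit, the median over all tested compounds plus 3 SD, cut at about 9.5% in these data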;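 also: enzyme runs in reverse so mevalonate oxidation gives rising NADPH absorbance; 0% = complete reaction with DMSO and 100% = background rate lacking mevalonate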
DTT redox prof = compounds producing H2O2 with reducing agent – biochemical, NIH compound library profiling, artefact control for MLSCN library redox annotation, primary screen; AID 878, 2007; 200,000 compounds, 0.03% hits; DTT-dependent redox cycling H2O2, phenol red/HRP absorbance; 100% = 100 µM peroxide control, 0% = buffer; activation, % at 10 µM;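 active = activation of at least 50% relative to the plate's high and low controls in the primary single-dose screen; inactive = activation below 50%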;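 also: compound incubated with DTT at 0.8 mM final as the reducing agent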
FLuc act counter = FLuc activators, initial screening, artefact control for FLuc-dependent activation tests, biochemical, ATPlite luminescence | Luciferin 4-monooxygenase (Photinus pyralis), P08659 | ATPlite luciferase biochemical, 10 min; 0 = ATP-free wells, 1 = DMSO control | activation factor at 10 µM | 200,000 tested, under 10 active | AID 1027, 2008;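 active = luciferase activation factor, scaled between plate controls, of at least 2 with compound at 10 µM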
Target sequence (P08659 whole entry, looked up): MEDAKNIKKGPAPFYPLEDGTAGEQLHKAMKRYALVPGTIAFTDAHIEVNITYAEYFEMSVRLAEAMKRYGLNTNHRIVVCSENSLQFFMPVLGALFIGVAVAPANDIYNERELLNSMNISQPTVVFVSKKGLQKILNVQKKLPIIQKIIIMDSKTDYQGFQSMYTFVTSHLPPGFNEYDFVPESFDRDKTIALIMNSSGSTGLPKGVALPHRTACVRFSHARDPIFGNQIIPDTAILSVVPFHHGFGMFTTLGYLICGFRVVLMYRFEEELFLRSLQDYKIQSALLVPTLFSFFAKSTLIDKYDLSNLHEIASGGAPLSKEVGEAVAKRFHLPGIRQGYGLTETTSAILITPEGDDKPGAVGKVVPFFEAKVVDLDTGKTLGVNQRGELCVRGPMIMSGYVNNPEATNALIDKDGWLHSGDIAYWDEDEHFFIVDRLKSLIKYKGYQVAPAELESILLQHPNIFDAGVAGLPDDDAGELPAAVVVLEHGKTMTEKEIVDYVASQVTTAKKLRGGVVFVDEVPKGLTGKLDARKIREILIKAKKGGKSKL
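Assay system: Luciferase/luciferin detection reagent, cell-free biochemical luciferase assay / Also added: ATP substrate / Schedule: 10 min at ambient temperature / Measured by: luminescence measurement of luciferase light output / Benchmarks: low control with PBS replacing ATP, high control enzyme plus ATP without compound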
NF-kB expr up = activators of NF-kB expression in neurons, primary screen, cell-based, HTS; human neuronal cells, NF-kB reporter expression; stronger effect = higher value; fold change at 12.5 µM; 190,000 compounds, 1.6% hits; AID 1239, 2008; in the data active = fold change above about 3.3
Hsp70 activator = Hsp70 transcriptional activators, primary screen, cell-based, HeLa, Hsp70 promoter luciferase, luminescence, 10 µM | HeLa Hsp70 promoter luciferase reporter; scaled: vehicle 0, proteasome-inhibitor control 100% | activation, % at 10 µM | 200,000 compounds, 0.04% hits | AID 1203, 2008;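 active = activation above the mean across all tested compounds plus 3 SD, cutoff set per campaign, cut at about 5.5% in these data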;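 also: 100% = MG132 at 30 µM as the positive control and 0% = DMSO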
FLuc inh counter = firefly luciferase enzyme inhibitors, primary screen, artefact control for luciferase-based inhibitor screens, biochemical, luminescence, ATPLite. 10 min. inhibition, % at 10 µM. 200,000 compounds, 1.5% hits;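 active = inhibition above about 50% when tested at 10 µM, limit read from the data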
* marks the source's active call; other numbers are inactive results; x = not tested or not shown.

Structure,G6PDH counter,APP 5'UTR act,APP transl inh,STAT1 activator,Efa HMGR inh,DTT redox prof,FLuc act counter,NF-kB expr up,Hsp70 activator,FLuc inh counter
Cc1occc1C(=O)N/N=C/C=C\c1ccccc1[N+](=O)[O-],-1,6,-6,110,-1,-0.8,1,1.5,-0.2,0
CNC(=O)c1cc2cc(Cc3ccccc3Cl)ccc2oc1=O,-4,17,-17,102,2,-0.1,1,1.1,-0.4,-1
CC(C)Oc1ccccc1/C=N/NC(=O)c1ccc(F)cc1,5,0,0,102,-2,-0.7,0.8,1.2,0.0,17
Cc1cc(C(=O)CSc2nnc(N)s2)c(C)n1Cc1ccco1,0,235*,-235,85,1,-0.5,0.2,4.1*,-0.5,80*
COc1cccc(-c2cc3nc(-c4ccccc4)cc(N4CCC5(CC4)OCCO5)n3n2)c1,10,-10,10,92,-4,2.2,1,0.46,0.0,-2
Cc1onc(-c2ccccc2)c1-c1n[nH]c(=S)n1-c1ccccc1,x,3,-3,89,x,-4.4,x,x,-0.4,x
Cc1ccc(-c2noc(CN(C(=O)Cc3ccccc3)C(C)C)n2)cc1,2,4,-4,95,3,0.2,1,1.1,-0.3,-4
CCOc1ccc(-n2c(Cc3cc(=O)[nH]c(=O)[nH]3)nnc2SCC(=O)NC2CCCC2)cc1,2,1,-1,104,0,-3.2,1.1,0.99,-0.2,-9
NS(=O)(=O)c1ccc(N2N=C(c3ccccc3)CC2c2cccc(F)c2)cc1 (stereo unspecified),7,3,-3,97,-1,0.4,1,1,-0.7,-3
CCC(=O)c1c[nH]c(C(=O)NCCc2ccccn2)c1,-13,18,-18,108,1,1.7,1,1.4,-0.2,-2
CCOC(=O)Nc1ccc(C(=O)NCC2CCCO2)cc1 (stereo unspecified),-3,-2,2,106,0,2.3,1,1.1,-0.3,-2
O=C(NCCCn1ccnc1)/C(=C\c1ccco1)NC(=O)c1ccco1,5,-2,2,106,2,-0.4,1.1,1,0.0,-7
CC1CCN(C(=O)CCNS(=O)(=O)c2ccccc2)CC1,16,5,-5,109,1,2.1,1.2,1.5,-0.3,-16
CCOC(=O)c1c(COC(=O)c2ccco2)nc2ccccc2[n+]1[O-],-8,13,-13,96,0,2.4,1,1.2,-0.5,-2
CCn1cc(C2=NOC(C(=O)O)C2)c(C)n1 (stereo unspecified),-2,-14,14,104,0,-2.0,1,1.1,0.5,-3

Quoted from the listing:
Reading of Cc1occc1C(=O)N/N=C/C=C\c1ccccc1[N+](=O)[O-] in Efa HMGR inh: -1
Reading of Cc1ccc(-c2noc(CN(C(=O)Cc3ccccc3)C(C)C)n2)cc1 in DTT redox prof: 0.2
Reading of CCC(=O)c1c[nH]c(C(=O)NCCc2ccccn2)c1 in FLuc act counter: 1
Reading of CCOC(=O)c1c(COC(=O)c2ccco2)nc2ccccc2[n+]1[O-] in APP transl inh: -13
Reading of CC1CCN(C(=O)CCNS(=O)(=O)c2ccccc2)CC1 in DTT redox prof: 2.1

(list continues)
Structure,G6PDH counter,APP 5'UTR act,APP transl inh,STAT1 activator,Efa HMGR inh,DTT redox prof,FLuc act counter,NF-kB expr up,Hsp70 activator,FLuc inh counter
Cc1ccc(NC2=NCCC2)cc1Cl,2,-12,12,104,1,2.0,1.1,1.2,-0.2,-6
COc1ccc(NS(=O)(=O)c2ccc(N3CCOCC3)c(NC(=O)c3ccco3)c2)cc1,12,11,-11,92,-6,0.5,1,0.87,0.2,1
Cc1ccccc1-n1c(-c2ccncc2)n[nH]c1=S,1,x,x,x,1,x,1,1.3,x,0
O=C(CSc1nc2c(c(=O)n1-c1ccc(Cl)cc1)SCC2)Nc1ccc2c(c1)OCCO2,-17,4,-4,87,-7,0.1,1.1,0.58,-0.2,-5
COc1cc(/C=C(/NC(=O)c2ccccc2)C(=O)N2CCN(C)CC2)c([N+](=O)[O-])cc1OC,8,-4,4,100,-5,-0.2,1.1,1,-0.2,-8
COc1ccccc1NC(=O)Cc1csc(NC(=S)Nc2ccc(C)cc2)n1,1,18,-18,100,-5,-2.6,1,1.2,-0.3,-3
Cc1noc(C)c1CSc1nc2ccccc2c(=O)n1-c1ccccc1,-2,-24,24,101,-7,1.6,1.1,1.1,0.6,-8
CCOc1ccc(NC(=S)NNC(=O)c2cc(Br)ccc2Cl)cc1,2,24,-24,102,-4,-2.0,1,0.97,-0.1,3
COc1cc(OC)c2c(N)c(C#N)c(C(F)(F)C(F)(F)F)nc2c1,8,12,-12,104,0,0.1,1.1,0.84,0.1,-7
CCCCCn1nnc2c(=O)oc3ccccc3c21,7,-5,5,106,-9,-0.2,1,0.97,-0.2,-4
COc1ccc2cnnc(SCC(=O)Nc3ccc(C(=O)O)cc3)c2c1OC,-14,12,-12,96,0,-0.2,1,1,0.1,-4
COc1cccc(-c2csc(NC(C)=O)n2)c1,-6,62,-62,137*,-3,-0.4,0.8,3.1,0.1,18
CC(C)(C)NC(=O)C(c1ccco1)N(C(=O)c1ccc(CN2CCOCC2)o1)c1ccccc1 (stereo unspecified),14,16,-16,102,-1,0.2,1,1,-0.3,-2
CCOc1ccc(NC(=O)C(C)Oc2ccccc2C(=O)Nc2cccc(Cl)c2Cl)cc1 (stereo unspecified),7,2,-2,94,-2,0.9,1.1,1.1,0.0,-8
COc1ccccc1-n1cnc2cc(C(=O)NC3CCCC3)ccc21,-1,1,-1,103,5,-3.6,1,0.89,-0.2,-2

Fetched by structure from the entries so far (2):
Structure,G6PDH counter,APP 5'UTR act,APP transl inh,STAT1 activator,Efa HMGR inh,DTT redox prof,FLuc act counter,NF-kB expr up,Hsp70 activator,FLuc inh counter
Cc1ccccc1-n1c(-c2ccncc2)n[nH]c1=S,1,x,x,x,1,x,1,1.3,x,0
Cc1ccc(NC2=NCCC2)cc1Cl,2,-12,12,104,1,2.0,1.1,1.2,-0.2,-6

(next part)
Structure,G6PDH counter,APP 5'UTR act,APP transl inh,STAT1 activator,Efa HMGR inh,DTT redox prof,FLuc act counter,NF-kB expr up,Hsp70 activator,FLuc inh counter
Nc1ncnc2c1CCC2,1,7,-6,97,-5,-1.7,1,1.2,-0.4,-4
CCCCNC(=S)Nc1ccc2cn[nH]c2c1,-3,5,-5,106,-3,0.4,1.1,1.1,-0.2,-6
COc1ccccc1N(C(C)=O)c1nc(C)cc(C)c1C#N,-3,-9,9,89,0,0.4,1,1.3,-0.1,-5
CC(=O)Nc1ccc(OC(=O)c2ccc(Cl)cc2)cc1,10,-1,1,95,-3,0.1,1,1,-0.3,-2
O=C(CN1CCCCC1)Nc1nnc(-c2ccc([N+](=O)[O-])cc2)s1,1,-12,12,93,2,2.4,1,1.1,-0.3,-2
CCC(C)Sc1nnc(-c2c[nH]c3ccccc23)n1CCOC (stereo unspecified),7,-9,9,97,-1,-3.0,1,1.1,-0.1,4
O=C(N/C(=C\c1ccc(-c2ccccc2)o1)C(=O)N1CCOCC1)c1ccccc1,10,-1,1,88,-3,-0.1,1,0.62,-0.2,-2
CC1(C)NC(=O)N(CN2C(=O)NC(C)(C)C2=O)C1=O,-7,-10,10,101,-6,-3.9,1,1.2,-0.3,-4
O=C(Cn1ccc(C(F)(F)F)n1)N=Nc1c(O)[nH]c2ccccc12,6,-3,3,103,1,0.9,1,0.87,0.6,-2
O=C(Nc1nnc(-c2ccccc2)s1)c1ccc(Cl)c(S(=O)(=O)N2CCOCC2)c1,1,-3,3,98,-8,-1.4,1,1.1,-0.1,-1
COc1ccc(NS(=O)(=O)c2ccc(N/N=C/c3ccc(N4CCOCC4)cc3)c([N+](=O)[O-])c2)cc1,3,-6,6,95,2,0.2,1,1,-0.3,3
CC1(C)CNC(=O)c2sc(N3CCOCC3)nc2C1,3,6,-6,98,-2,0.0,1.1,1.1,-0.2,-6
CCOC(=O)CC(NC(=O)c1cc2cc(Br)ccc2oc1=O)c1cccc([N+](=O)[O-])c1 (stereo unspecified),-12,-11,11,91,-3,-0.3,1,1.2,-0.4,-4
CC1CCCCN1C(=O)c1ccc(S(=O)(=O)N2CCCCC2C)cc1 (stereo unspecified),5,-3,3,90,-5,-3.8,1.1,1,-0.4,-9
CC(C)C12CN3CC(C(C)C)(CN(C1)C3c1ccccc1)C2O (stereo unspecified),3,1,-1,101,-1,-11,1.1,1.9,-0.1,-8
Cc1ccc(N2CC(C(=O)OCc3ccccc3F)CC2=O)cc1 (stereo unspecified),-13,19,-19,104,-8,0.6,1,0.96,-0.1,-4
CCOC(=O)c1c(-c2ccc(OC)cc2)csc1/N=C/C1=C(O)CCCC1=O,12,-1,1,103,-4,0.0,1.1,1.2,-0.4,-8
COC(=O)c1ccc(CSc2ncnc3sc(C)c(C)c23)o1,0,8,-8,94,-3,0.0,1.1,1.1,-0.1,-9
O=C(NCc1ccccc1)C1CCN(S(=O)(=O)c2cccc3cccnc23)CC1,4,16,-16,98,2,-0.4,1.1,0.85,0.4,-7
COc1ccc(CC(=O)N2CCCC(C)C2)cc1 (stereo unspecified),1,20,-20,103,0,0.0,1,1.3,0.2,-1
CCOc1ccc(-c2c[n+](=O)c3c(n2[O-])CCCC3)c(OCC)c1,2,-1,1,99,-2,-0.7,1.1,1,-0.1,-7
CCN1CCN(C(=O)c2oc(=O)c3ccccc3c2-c2ccc(C)cc2)CC1,-16,3,-3,104,0,-1.9,1.1,1.1,-0.2,-9
Cc1ccccc1NC(=S)NCc1ccc(Cl)cc1,0,-9,10,105,-4,-0.5,1,1.1,0.1,-3

Some of the entries so far, with each value named:
> COC(=O)c1ccc(CSc2ncnc3sc(C)c(C)c23)o1
- G6PDH counter: 0
- APP 5'UTR act: 8
- APP transl inh: -8
- STAT1 activator: 94
- Efa HMGR inh: -3
- DTT redox prof: 0.0
- FLuc act counter: 1.1
- NF-kB expr up: 1.1
- Hsp70 activator: -0.1
- FLuc inh counter: -9
> O=C(NCc1ccccc1)C1CCN(S(=O)(=O)c2cccc3cccnc23)CC1
- G6PDH counter: 4
- APP 5'UTR act: 16
- APP transl inh: -16
- STAT1 activator: 98
- Efa HMGR inh: 2
- DTT redox prof: -0.4
- FLuc act counter: 1.1
- NF-kB expr up: 0.85
- Hsp70 activator: 0.4
- FLuc inh counter: -7
> COc1ccc(CC(=O)N2CCCC(C)C2)cc1 (stereo unspecified)
- G6PDH counter: 1
- APP 5'UTR act: 20
- APP transl inh: -20
- STAT1 activator: 103
- Efa HMGR inh: 0
- DTT redox prof: 0.0
- FLuc act counter: 1
- NF-kB expr up: 1.3
- Hsp70 activator: 0.2
- FLuc inh counter: -1
> CCOc1ccc(-c2c[n+](=O)c3c(n2[O-])CCCC3)c(OCC)c1
- G6PDH counter: 2
- APP 5'UTR act: -1
- APP transl inh: 1
- STAT1 activator: 99
- Efa HMGR inh: -2
- DTT redox prof: -0.7
- FLuc act counter: 1.1
- NF-kB expr up: 1
- Hsp70 activator: -0.1
- FLuc inh counter: -7

Outcome played no part in choosing rows (roughly 5.3% active in at least one column).
